# Compound activity deposited in PubChem by several laboratories.
# GRK2 inh: human GRK2 inhibition via aptamer displacement | inhibition of aptamer binding, % at 10 µM | hit rate 0.59% among 330,000 | P25098 | bead flow cytometry, FAM-aptamer displacement from GRK2;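 active means inhibition of aptamer binding above 40%, roughly 3 SD of noise, on plates passing a quality check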;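 further: median bead fluorescence of bound FAM aptamer so fluorescent compounds give negative values; no value below 0 was filed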
# Target sequence (P25098 whole entry, looked up): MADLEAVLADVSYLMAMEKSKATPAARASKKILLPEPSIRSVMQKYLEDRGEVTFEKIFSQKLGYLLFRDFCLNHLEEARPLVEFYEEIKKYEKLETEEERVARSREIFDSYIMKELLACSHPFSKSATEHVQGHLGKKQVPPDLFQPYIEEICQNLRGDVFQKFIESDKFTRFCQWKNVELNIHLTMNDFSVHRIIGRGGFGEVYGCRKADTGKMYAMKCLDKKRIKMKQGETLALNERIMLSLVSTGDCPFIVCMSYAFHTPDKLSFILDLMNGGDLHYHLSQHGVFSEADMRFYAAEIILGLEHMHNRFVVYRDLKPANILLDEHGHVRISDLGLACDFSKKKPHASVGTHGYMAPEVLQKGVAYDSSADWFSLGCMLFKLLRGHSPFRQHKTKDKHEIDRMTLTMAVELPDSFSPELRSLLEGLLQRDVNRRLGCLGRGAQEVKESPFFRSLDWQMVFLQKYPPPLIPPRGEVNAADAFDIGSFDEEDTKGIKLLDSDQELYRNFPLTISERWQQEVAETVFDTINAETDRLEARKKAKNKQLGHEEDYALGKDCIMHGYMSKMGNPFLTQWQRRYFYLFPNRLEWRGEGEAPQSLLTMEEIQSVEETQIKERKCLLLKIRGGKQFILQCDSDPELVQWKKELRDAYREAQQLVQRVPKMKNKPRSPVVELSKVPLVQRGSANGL
# CTSL1 counter: cathepsin L1 inhibition, PFM18AAP counter-screen; recombinant F. hepatica cathepsin L1, Z-Leu-Arg-MCA fluorescence; inhibition, % at 5.96 µM; hit rate 0.49% among 300,000;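 active means inhibition above the mean of all tested compounds plus 3 SD, set per screening campaign, cut at about 17% in these data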;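 further: 0% = plate median of test compound wells and 100% = 1 µM Z-Phe-Ala-diazomethylketone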
# PP1 inh: PP1-alpha (human) inhibition in PP5 counter-screen | P62136 | purified PP1alpha, OMFP fluorescence | inhibition, % at 6.7 µM | hit rate 0.9% among 320,000 | AID 2235;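 active means inhibition above the mean inhibition of all tested compounds plus 3 SD, computed separately for each screening campaign, cut at about 15% in these data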
# PP5 primary: PP5 (human) phosphatase inhibition. P53041. inhibition, % at 6.7 µM. hit rate 0.18% among 320,000. AID 1987. purified PP5c, OMFP substrate fluorescence;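 active means inhibition above the campaign's mean inhibition across all tested compounds plus 3 SD, cut at about 9.5% in these data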;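 further: 0% = DMSO only and 100% = 100 µM cantharidin control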
# core dimer inh: HCV core protein dimerization inhibition; TR-FRET GST/Flag-core106 dimerization, 1536-well; inhibition, % at 5 µM; hit rate 0.33% among 300,000; AID 1899;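 active means inhibition above the mean of all tested compounds plus 3 SD, set per screening campaign, cut at about 45% in these data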
#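 test system = GST/Flag-tagged HCV core106 proteins | probe or stimulus = Eu donor and XL665 acceptor anti-tag antibodies | times = compound-protein-antibody incubation 4 h at 22.5 °C | signal = TR-FRET, excitation 340 nm, emission 617 and 671 nm | measure = percent inhibition of core106 dimerization signal | controls = wells lacking GST-core106 and wells with excess unlabelled core106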
# procasp3 activ: activators of human procaspase-3. hit rate 0.11% among 330,000. activation, % at 8.5 µM. P42574. recombinant procaspase-3 D3A, Ac-DEVD-pNA absorbance 405 nm;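 active means activation above the mean of all tested compounds plus 3 SD, cut at about 21% in these data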;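 further: 0% = DMSO alone and 100% = DMSO wells spiked with extra 5 µM PC-3 D3A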
#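 Assay system – Procaspase-3 D3A mutant, all three cleavage aspartates alanine · Controls – DMSO-only low control, 5 µM PC-3 D3A high control · Schedule – 1 h compound preincubation, 2 h substrate hydrolysis at 25 °C · Signal – 405 nm absorbance of p-nitroaniline, reads at 0 and 120 min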
# GASC-1 inh: human JMJD2C demethylase inhibition. hit rate 0.069% among 330,000. inhibition, % at 2.35 µM. AID 2099. GST-JMJD2C(1-420) H3K9me3 demethylation, DELFIA europium. Q9H3R0;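 active means more than half of a compound's replicate wells show inhibition beyond 50%, single wells judged on their own value; inconclusive means some, but no more than half, of replicates pass 50% inhibition; inactive means no replicate passes 50% inhibition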;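 further: signal counts dimethyl H3K9 product captured on neutravidin plate; 0% = median of DMSO wells and 100% = 0.3 times that DMSO median; strong numbers were not always called active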
# VLA-4 inh: inhibition in a human VLA-4 binding assay; P13612; VLA-4 expressing cells, ligand binding flow cytometry; inhibition, % (about 7 µM as worked out from the volumes in the protocol); hit rate 0.2% among 330,000; AID 2557; in the data active means inhibition above about 50%
# procasp7 counter: activates human procaspase-7, counter-screen for procaspase-3 activators; recombinant procaspase-7, Ac-DEVD-pNA absorbance 405 nm; D23A/D198A/D206A triple mutant, cannot self-cleave; scale: DMSO 0, 5 µM enzyme 100; activation, % at 8.5 µM; hit rate 0.093% among 330,000; AID 463210;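 active means percent activation above the screen-wide mean plus 3 SD, cut at about 25% in these data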
# Target sequence (P55210 whole entry D23A/D198A/D206A): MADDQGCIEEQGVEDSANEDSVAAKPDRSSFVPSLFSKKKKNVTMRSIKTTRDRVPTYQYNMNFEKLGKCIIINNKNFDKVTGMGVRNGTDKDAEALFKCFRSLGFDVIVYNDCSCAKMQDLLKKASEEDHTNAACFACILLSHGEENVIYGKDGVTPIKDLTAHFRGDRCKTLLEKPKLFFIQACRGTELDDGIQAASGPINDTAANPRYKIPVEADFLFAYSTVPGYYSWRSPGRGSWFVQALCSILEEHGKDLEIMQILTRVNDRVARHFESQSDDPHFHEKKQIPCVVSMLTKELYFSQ
#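 buffer or medium = Zinc-free HEPES/NaCl buffer, pH 7.4 | material = Procaspase-7 triple mutant (PC-7 D3A) | input = 2 µM procaspase-7 mutant as dispensed | signal = Epi-absorbance of released pNA at 405 nm, two timepoints | timing = 1 h preincubation, 2 h reaction | replicates = singlicate compound testing | evaluation = % activation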
# * marks the source's active call; other numbers are inactive results; u = inconclusive; x = no result given.
SMILES,GRK2 inh,CTSL1 counter,PP1 inh,PP5 primary,core dimer inh,procasp3 activ,GASC-1 inh,VLA-4 inh,procasp7 counter
COc1ccc(-n2c(C)cc(/C=C3\SC(=S)NC3=O)c2C)cc1,3,2,4,2.2,-32,-11,-18,-6,-4
CCN(CC(=O)NCc1cccs1)C(=O)c1ccc(Cl)c(Cl)c1,0,x,x,x,x,3,-9,-10,-3
O=Cc1cccc(Oc2ccc([N+](=O)[O-])cc2[N+](=O)[O-])c1,0,-11,7,-1.3,5,-6,-11,0,-7
Nc1nc(SCc2ccc(Br)cc2)[nH]c(=O)c1-c1ccccc1,0,2,2,3.7,8,-6,-13,1,7
CSc1ccc(S(=O)(=O)N(C)Cc2ccccc2)cc1,0,0,0,3.6,11,-4,0,5,4
O=C(NNS(=O)(=O)c1ccccc1)c1cccnc1,0,-1,3,-0.8,-4,3,5,9,2
Cn1c(=O)c2c(nc(Oc3ccc4c(c3)OCO4)n2Cc2ccc(Cl)cc2)n(C)c1=O,0,-3,-2,0.3,-3,-2,-11,-6,2
COC(=O)Nc1c(C(=O)OC)cc(OC)c(OC)c1OC,1,4,-1,0.9,-1,-4,-3,-13,4
COc1ccc(N2CCN(CCNC(=O)Nc3ccc(C)c(Cl)c3)CC2)cc1,0,4,2,1.3,-6,-7,8,16,-9
CCOc1ccc(S(=O)(=O)NCCC(=O)N2CC=C(c3ccccc3)CC2)cc1,0,x,3,0.3,x,4,9,7,9
O=C(CCNC(=O)c1ccc(Cl)cc1)NCc1cccc(C(F)(F)F)c1,0,8,-2,3.2,-4,-4,u,-8,-3
COc1ccc(-c2csc(Nc3ncccn3)n2)cc1C,5,2,-5,-3.9,4,-1,2,8,-14
O=C(c1cccc2ccccc12)C1CCCN(C(=O)c2ccc(N3CCOCC3)cc2)C1 (stereo not drawn),3,11,1,-5.5,4,3,-18,-1,-7
O=C(NC1CCCC1)c1cc(-c2ccccc2)on1,0,-2,-6,-0.6,9,-4,21,3,8
CCOc1cc(N2CCOCC2)c(OCC)cc1NC(=O)C(C)C,4,-3,0,1.2,-4,-3,31,8,6

# 5 of the compounds above, with tabs:
SMILES	GRK2 inh	CTSL1 counter	PP1 inh	PP5 primary	core dimer inh	procasp3 activ	GASC-1 inh	VLA-4 inh	procasp7 counter
COc1ccc(N2CCN(CCNC(=O)Nc3ccc(C)c(Cl)c3)CC2)cc1	0	4	2	1.3	-6	-7	8	16	-9
CCOc1ccc(S(=O)(=O)NCCC(=O)N2CC=C(c3ccccc3)CC2)cc1	0	x	3	0.3	x	4	9	7	9
O=C(CCNC(=O)c1ccc(Cl)cc1)NCc1cccc(C(F)(F)F)c1	0	8	-2	3.2	-4	-4	u	-8	-3
COc1ccc(-c2csc(Nc3ncccn3)n2)cc1C	5	2	-5	-3.9	4	-1	2	8	-14
O=C(c1cccc2ccccc12)C1CCCN(C(=O)c2ccc(N3CCOCC3)cc2)C1 (stereo not drawn)	3	11	1	-5.5	4	3	-18	-1	-7

# Additional compounds follow:
SMILES,GRK2 inh,CTSL1 counter,PP1 inh,PP5 primary,core dimer inh,procasp3 activ,GASC-1 inh,VLA-4 inh,procasp7 counter
CCOC(=O)c1c(S(=O)(=O)NCCCc2ccco2)c(C)n(C)c1C,1,-10,0,-2.1,3,-6,19,9,2
Cc1cc(C)c(NC(=O)CS(=O)CC(=O)N2CCN(c3ccc(F)cc3)CC2)c(C)c1 (stereo not drawn),0,-4,-1,2.5,-5,3,-2,-13,9
O=c1[nH]cnc(O)c1C(c1ccc([N+](=O)[O-])cc1)c1c(O)nc[nH]c1=O,1,-1,-1,1.8,2,2,0,14,2
CCCc1nnc(NC(=O)c2ccc(N3C(=O)C4C5C=CC(C5)C4C3=O)cc2)s1 (stereo not drawn),1,-3,1,1.7,3,13,-3,-1,7
O=C(Cc1ccc(Br)cc1)Nc1ncc([N+](=O)[O-])s1,2,-4,5,1.2,7,1,-7,1,-10
COC(=O)c1ccc(C(=O)OC)c(NC(=O)C(C)(C)C)c1,3,3,-1,-1.1,6,-1,-11,-4,-1
O=C(NCc1ccncc1)c1nc(-c2cccs2)no1,1,-1,-1,-0.1,-1,4,3,17,7
Fc1ccc(OCc2nc3ccccc3s2)cc1,0,-2,-2,3.7,10,-4,0,-2,1
Cc1oc2c(C)c(O)ccc2c(=O)c1N1C(=O)c2ccccc2C1=O,2,-4,-2,1.8,-6,-5,11,29,6
CCCCCOC(=O)c1ccc(NC(=O)c2ccco2)cc1,4,5,1,4.4,3,-10,9,10,5
CC(C)NCc1cc(Br)ccc1OCc1ccccc1,0,7,-6,2.2,-1,-5,12,-1,10
Cc1cc(C)c(NC(=O)CSc2nnc(-c3ccncc3)n2Cc2ccco2)c(C)c1,2,3,-5,0.2,-6,6,29,9,2
CCS(=O)(=O)N1Cc2ccccc2CC1C(=O)Nc1ccc(NC(C)=O)cc1 (stereo not drawn),0,-2,-4,-0.1,43,0,-40,3,-3
O=C(COC(=O)c1ccc([N+](=O)[O-])o1)NC1CCS(=O)(=O)C1 (stereo not drawn),1,-7,2,-2.3,-10,0,4,x,6
COc1ccc(-c2csc(N(CCCN3CCOCC3)C(=O)c3ccco3)n2)cc1,1,12,-8,0.1,4,-4,2,-20,-7
CCSCc1nnc(SCC(=O)Nc2cccc(SC)c2)n1C,1,7,0,-0.8,2,-4,-1,0,12
COc1cccc(NC(=O)Cn2cnc3sc(C)c(S(=O)(=O)N4CCCCC4)c3c2=O)c1,1,0,-4,0.0,0,2,15,9,-8
O=C(NC1CC1)c1ccc(NS(=O)(=O)c2ccccc2)cc1,0,5,1,0.6,-15,9,-21,-3,4
C[C@@H]1CC(=O)[C@H]2CC(CO)=CCC[C@@H]2[C@@]1(C)CC/C(=C/CO)CO,3,-2,1,1.4,5,-2,8,-10,3
CC(=O)c1cc(NC(=O)c2ccccc2)c(=O)oc1C,3,2,-6,1.4,0,-3,-34,-6,-4
CCOc1ccc(N(CC(=O)Nc2cccc(OC)c2)S(=O)(=O)c2c(C)noc2C)cc1,1,1,-4,2.5,4,5,-10,12,8
CCOC(=O)CN1C(=O)C(O)(CC(=O)c2cccc(OC)c2)c2ccccc21 (stereo not drawn),5,-2,-1,1.1,3,3,-10,12,11
CCN(CC)C(=S)Sc1c(-c2ccccc2)c2cc(Cl)ccc2[nH]c1=O,1,4,0,3.3,5,-9,1,9,2
COc1ccccc1CNC(=S)Nc1cc(C)ccc1C,3,2,-1,3.7,-1,-3,8,3,-3
COC(=O)c1cccc(NC(=O)c2cccs2)c1C,5,0,-3,-1.1,-2,7,9,-4,-4
O=C(NCC1CCCN(C(=O)c2cscn2)C1)c1ccccc1Cl (stereo not drawn),4,-3,-1,0.8,-3,5,0,0,10
Cc1ccc(-c2nn(-c3ccccc3)cc2C(=O)Nc2ccc(C(=O)O)cc2)cc1,0,3,2,2.7,8,-4,28,8,-2
Cc1cccn2c(CNCC3OCCc4ccccc43)c(C(=O)N3CCCCC3)nc12 (stereo not drawn),0,2,-4,2.8,-6,3,12,6,2
Fc1ccccc1CNC(=S)Nc1ccc(Cl)cc1,5,-1,3,4.2,-1,2,1,7,-2
Cc1ccc(C(=O)CC(C(=O)O)n2cccn2)cc1 (stereo not drawn),0,1,-6,-2.6,1,-3,-2,-3,-3
CCOc1cc(S(=O)(=O)NCc2ccccc2)c(OCC)cc1-n1cnnn1,2,-3,0,3.3,-15,-2,-5,9,-2
CC(C(=O)C12CC3CC(CC(C3)C1)C2)N1CCOCC1 (stereo not drawn),0,1,0,-1.3,2,-2,2,11,-7
C=CCn1c(O)c(C2=c3ccccc3=NC2=O)c2ccccc21,1,-1,0,-4.7,1,-13,2,51*,-10
COC(=O)c1[nH]c2ccc(C)cc2c1NS(=O)(=O)c1ccc(F)cc1,1,0,2,1.6,2,-5,1,4,5
CCOc1cc(C(=O)Nn2cnnc2)cc(OCC)c1OCC,3,-4,-2,-2.2,3,8,-10,0,5
COC(=O)c1cccc(COC(=O)c2cc3ccccc3oc2=O)c1,0,3,-3,-0.2,3,-10,-6,7,8
CC(=O)c1ccc(S(=O)(=O)NCC(=O)N2CCN(C/C=C/c3ccccc3)CC2)cc1,1,x,4,1.3,x,-2,22,16,-4
CC1(C)CCC[C@]2(C)[C@H]3CC(=O)O[C@]3(C)CC[C@@H]12,2,-1,-1,3.4,-3,-4,-1,-141,0
COCCNc1nc2c(c(=O)n(Cc3cccc(Br)c3)c(=O)n2C)n1C,26,-1,-1,-0.3,-6,-1,-2,4,-3
CCN(CC)C(=O)c1cccc(NC(=O)CC23CC4CC(CC(C4)C2)C3)c1,0,-3,12,1.0,8,6,4,8,1
COC(=O)C(C)Sc1ncnc2c1nnn2-c1ccc(F)cc1 (stereo not drawn),0,-3,-2,0.4,1,-4,3,6,6
O=C(Nc1ccccc1)c1ccccc1CCc1ccccc1,3,-2,-1,3.0,-2,1,-5,9,1
CC(C)n1nc(C(=O)Nc2nc3ccccc3[nH]2)c2ccccc2c1=O,0,3,-1,1.1,3,-4,6,6,4
COc1ccc(CCNC(=O)c2ccccc2OCc2c(C)noc2C)cc1,2,x,2,2.9,x,5,0,6,-2
Cc1cc(C)c(NC(=O)C[N+](C)(C)CC(O)COc2cccc3ccccc23)c(C)c1 (stereo not drawn),0,-4,4,2.7,-18,5,2,37,-7
CCOC(=O)C1CCN(C(=O)CCCn2nc(CC)n3c(cc4occc43)c2=O)CC1,0,-2,2,-0.5,2,1,-7,4,-2
CC(NCC(=O)NC(=O)NC1CCCC1)c1ccc(Cl)cc1Cl (stereo not drawn),0,8,1,2.9,5,9,0,-18,11
O=C(O)COc1ccc(S(=O)(=O)c2ccc(OCC(=O)O)cc2)cc1,0,-3,0,0.6,-3,8,-16,-2,0
Cc1cc(=O)[nH]c(SCC(=O)N2CCCCC2)n1,0,1,0,0.1,3,12,1,-2,4
CCn1c(COc2ccccc2)nnc1SCC(=O)c1cccc([N+](=O)[O-])c1,0,7,-4,-0.1,6,7,4,0,3
COc1cc(/C=C/C(=O)O)cc(OC)c1OC,0,1,2,1.5,-8,6,6,-5,0
COc1ccc(NC(=O)CN(C)C(=O)c2ccc(NS(=O)(=O)c3cccc([N+](=O)[O-])c3)cc2)cc1,0,0,-4,-1.0,4,0,0,7,24
O=C(NCc1cccnc1)c1cc(Sc2ccccc2Cl)nc2ccccc12,0,0,1,0.4,0,3,6,7,1
CCOc1ccc(C2=CC(c3ccccc3)n3ncnc3N2)cc1 (stereo not drawn),0,4,-3,-6.9,-19,-3,2,-13,-11
Cc1ccc(S(=O)(=O)N/N=C\c2cc([N+](=O)[O-])ccc2Cl)cc1,0,3,-2,0.4,12,-2,-4,12,-6
